H9c2 TAG inh: triacylglycerol accumulation inhibition. inhibition, % at 12.5 µM. 0.66% of 230,000 active. H9c2 cells, Nile Red lipid (TAG) fluorescence; cells loaded with 200 µM oleic acid. AID 651582;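 active means pattern-corrected inhibition of lipid staining of at least 50% with the nuclear-stain viability signal not falling by more than 50%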;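 further: 0% = DMSO wells and 100% = triacsin C control wells; some results filed as inactive read as strong as hits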
H9c2 TAG inh DAPI viability: also measured in H9c2 TAG inh; calls as there; DAPI nuclei signal change (viability), lower = more cytotoxic, %;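 whole-well DAPI fluorescence read on a plate reader as a viability signal; minus 50 percent equals half of cells still viable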
An asterisk follows results filed as active. A portion of the library, so the mix of outcomes need not match the whole.

How did C#CCOCCOCCOCCNc1nc(N2CCN(C(=O)[C@H]([C@@H](C)CC)n3cc([C@@H](N)Cc4ccc(O)cc4)nn3)CC2)nc(N2CCN(C(=O)[C@H]([C@@H](C)CC)n3cc([C@@H](N)CC(C)C)nn3)CC2)n1 do in these assays?
H9c2 TAG inh: 11; H9c2 TAG inh DAPI viability: 4

Results for CCOC(=O)CC(=O)Nc1cc2ccc(OC)c(OC)c2cc1C(=O)OCC ?
H9c2 TAG inh: 16; H9c2 TAG inh DAPI viability: -1

What do the screens show for `CN1CCN(C(=O)C23CCC(C)(C(=O)C2Br)C3(C)C)CC1` (stereo not given)?
H9c2 TAG inh: -6; H9c2 TAG inh DAPI viability: 2

Results for Cc1cccc(C)c1NC(=S)N(CCCN1CCN(C)CC1)Cc1cccs1 ?
H9c2 TAG inh: 7; H9c2 TAG inh DAPI viability: -5

Results for Cc1cc(NC(=O)CSCC(=O)N(C)Cc2ccc(Cl)cc2Cl)no1 ?
H9c2 TAG inh: 6; H9c2 TAG inh DAPI viability: -10

Results for CCOC(=O)CN(C(=O)COc1nc(-c2ccccc2)cc(C)c1C#N)c1ccccc1 ?
H9c2 TAG inh: -24; H9c2 TAG inh DAPI viability: 4

Results for Cc1cc(C)cc(C(=O)NC(CC(N)=O)c2ccc(NCC3CC3)c([N+](=O)[O-])c2)c1 (stereo not given) ?
H9c2 TAG inh: 1; H9c2 TAG inh DAPI viability: 1

What do the screens show for `CCOC(=O)N1CCN(CCC(=O)Nc2cc(C)ccc2C)CC1`?
H9c2 TAG inh: 4; H9c2 TAG inh DAPI viability: -4

Results for O=C(CCc1ccccc1)N1CCN(C(=O)CCc2ccccc2)CC1 ?
H9c2 TAG inh: -3; H9c2 TAG inh DAPI viability: 6

What do the screens show for `CC1CC(C)CN(CC(O)COC2CC(C)CC(C)(C)C2)C1` (stereo not given)?
H9c2 TAG inh: 9; H9c2 TAG inh DAPI viability: 0

Results for CCCNc1[nH]c(=O)n(C)c(=O)c1N=O ?
H9c2 TAG inh: -6; H9c2 TAG inh DAPI viability: -1

What do the screens show for `CCN(CC)S(=O)(=O)c1cccc(NC(=O)CCSc2ccc(Cl)cc2)c1`?
H9c2 TAG inh: -16; H9c2 TAG inh DAPI viability: 2

How did CCc1nc(SCC(=O)Nc2cc(C)on2)c2c(C)c(C)sc2n1 do in these assays?
H9c2 TAG inh: 2; H9c2 TAG inh DAPI viability: 0

Results for Cc1ccc(NCC(=O)N=Nc2c(O)n(C)c3ccccc23)cc1 ?
H9c2 TAG inh: 10; H9c2 TAG inh DAPI viability: -9

What do the screens show for `COc1ccc(NC(=O)c2ccco2)cc1N`?
H9c2 TAG inh: -14; H9c2 TAG inh DAPI viability: 3

How did COc1ccccc1/C=N/NC(=O)CNC(=O)c1ccc(S(=O)(=O)N2CCCC2)cc1 do in these assays?
H9c2 TAG inh: 3; H9c2 TAG inh DAPI viability: 0

What do the screens show for `O=C(c1ccccc1)C1CN(Cc2ccccc2)CCC1(O)c1ccccc1` (stereo not given)?
H9c2 TAG inh: 1; H9c2 TAG inh DAPI viability: -3

Results for Cc1cc(C(F)(F)F)nn2cnnc12 ?
H9c2 TAG inh: -4; H9c2 TAG inh DAPI viability: 4

Results for c1ccc2c(c1)[nH]c1c(N3CCSCC3)ncnc12 ?
H9c2 TAG inh: -22; H9c2 TAG inh DAPI viability: 6

What do the screens show for `CN(C(=O)CCc1nnc(-c2ccc(-c3ccccc3)cc2)o1)C1CCOCC1`?
H9c2 TAG inh: 2; H9c2 TAG inh DAPI viability: -18

Grouped by structure, the compounds so far containing four or more nitrogen atoms.
How did C#CCOCCOCCOCCNc1nc(N2CCN(C(=O)[C@H]([C@@H](C)CC)n3cc([C@@H](N)Cc4ccc(O)cc4)nn3)CC2)nc(N2CCN(C(=O)[C@H]([C@@H](C)CC)n3cc([C@@H](N)CC(C)C)nn3)CC2)n1 do in these assays?
H9c2 TAG inh: 11; H9c2 TAG inh DAPI viability: 4

Results for Cc1cccc(C)c1NC(=S)N(CCCN1CCN(C)CC1)Cc1cccs1 ?
H9c2 TAG inh: 7; H9c2 TAG inh DAPI viability: -5

Results for Cc1cc(C)cc(C(=O)NC(CC(N)=O)c2ccc(NCC3CC3)c([N+](=O)[O-])c2)c1 (stereo not given) ?
H9c2 TAG inh: 1; H9c2 TAG inh DAPI viability: 1

Results for CCCNc1[nH]c(=O)n(C)c(=O)c1N=O ?
H9c2 TAG inh: -6; H9c2 TAG inh DAPI viability: -1

How did CCc1nc(SCC(=O)Nc2cc(C)on2)c2c(C)c(C)sc2n1 do in these assays?
H9c2 TAG inh: 2; H9c2 TAG inh DAPI viability: 0

Results for Cc1ccc(NCC(=O)N=Nc2c(O)n(C)c3ccccc23)cc1 ?
H9c2 TAG inh: 10; H9c2 TAG inh DAPI viability: -9

How did COc1ccccc1/C=N/NC(=O)CNC(=O)c1ccc(S(=O)(=O)N2CCCC2)cc1 do in these assays?
H9c2 TAG inh: 3; H9c2 TAG inh DAPI viability: 0

Results for Cc1cc(C(F)(F)F)nn2cnnc12 ?
H9c2 TAG inh: -4; H9c2 TAG inh DAPI viability: 4

Results for c1ccc2c(c1)[nH]c1c(N3CCSCC3)ncnc12 ?
H9c2 TAG inh: -22; H9c2 TAG inh DAPI viability: 6

Other results
What do the screens show for `C(#Cc1ccccc1)C[N+]1(CC#Cc2cccc3ccccc23)CCOCC1`?
H9c2 TAG inh: 2; H9c2 TAG inh DAPI viability: 61

How did O=C(O)c1ccc2c(c1)OCCCO2 do in these assays?
H9c2 TAG inh: -1; H9c2 TAG inh DAPI viability: 3

Results for CC[C@@]1(C(=O)OC)N[C@H](CN(C)S(=O)(=O)c2ccc(-c3ccccc3)cc2)[C@@H]2C(=O)N(C)C(=O)[C@@H]21 ?
H9c2 TAG inh: 0; H9c2 TAG inh DAPI viability: -5

How did CC(=O)Nc1ccc(NC(=O)C2CC(=O)N(c3ccc(Cl)cc3)C2)cc1 (stereo not given) do in these assays?
H9c2 TAG inh: 2; H9c2 TAG inh DAPI viability: -1

How did Cc1cc(C)c(S(C)(=O)=O)c(S(=O)c2ccc(Cl)cc2)n1 (stereo not given) do in these assays?
H9c2 TAG inh: -20; H9c2 TAG inh DAPI viability: -6

How did CC(C(=O)N1CCc2ccccc21)N1CCN(S(=O)(=O)c2ccc3c(c2)OCCCO3)CC1 (stereo not given) do in these assays?
H9c2 TAG inh: -49; H9c2 TAG inh DAPI viability: 1

What do the screens show for `O=C(COc1ccccc1)Nc1nnc(COc2ccccc2)s1`?
H9c2 TAG inh: -4; H9c2 TAG inh DAPI viability: -1

Results for CC(C)=CCC/C(C)=C/CNC(=O)C[C@H]1C[C@H](C(=O)N(C(C)C)C(C)C)[C@@]2(C)c3[nH]c4cc(CCC(=O)N(C)C)ccc4c3CCN2C1=O ?
H9c2 TAG inh: 7; H9c2 TAG inh DAPI viability: 0

How did O=C1CCCC2=C1C1(CCCC1)N=C(Nc1nc3ccccc3o1)N2 do in these assays?
H9c2 TAG inh: 28; H9c2 TAG inh DAPI viability: -1

What do the screens show for `Cc1ccccc1C(=O)NC=C1C(=O)OC(C)(C)OC1=O`?
H9c2 TAG inh: 1; H9c2 TAG inh DAPI viability: 8

How did O=C(CCc1nc2sc3c(c2c(=O)[nH]1)CCCC3)Nc1ccccc1Cl do in these assays?
H9c2 TAG inh: 1; H9c2 TAG inh DAPI viability: 7

What do the screens show for `OCCc1ccc(O)cc1`?
H9c2 TAG inh: -6; H9c2 TAG inh DAPI viability: 1

How did CCCOCC(O)CC(CC)C(=O)NNC(=S)Nc1ccccc1 (stereo not given) do in these assays?
H9c2 TAG inh: -10; H9c2 TAG inh DAPI viability: 3

Results for CCOC(=O)/C(N=Nc1ccc(F)cc1)=C(/O)c1ccc([N+](=O)[O-])cc1 ?
H9c2 TAG inh: 7; H9c2 TAG inh DAPI viability: 1

Results for CCN=C1S/C(=C\c2cc(OCC)c(O)cc2Br)C(=O)N1CC ?
H9c2 TAG inh: 3; H9c2 TAG inh DAPI viability: 7

What do the screens show for `Cc1cc(C)c(C)c(C(=O)C(=O)c2ccccc2)c1`?
H9c2 TAG inh: 13; H9c2 TAG inh DAPI viability: 0

How did COc1ccc(OCc2cc(C(=O)NCCN3CCCc4ccccc43)no2)c(Cl)c1 do in these assays?
H9c2 TAG inh: 0; H9c2 TAG inh DAPI viability: 9

Results for CC(C)C1C(=O)N(Cc2cn(CCC3OCCO3)nn2)CCS(=O)(=O)N1Cc1ccc(-c2ccc(Cl)c(Cl)c2)cc1 (stereo not given) ?
H9c2 TAG inh: -14; H9c2 TAG inh DAPI viability: 20

Results for CC1CC(C)(C)NCc2ccccc21 (stereo not given) ?
H9c2 TAG inh: 3; H9c2 TAG inh DAPI viability: -1

Results for O=C1CC(C(=O)N2CCN(Cc3ccccc3)CC2)CN1Cc1ccccc1 (stereo not given) ?
H9c2 TAG inh: -15; H9c2 TAG inh DAPI viability: -9

Entries shown so far containing two or more sulfur atoms (4):
Results for Cc1cccc(C)c1NC(=S)N(CCCN1CCN(C)CC1)Cc1cccs1 ?
H9c2 TAG inh: 7; H9c2 TAG inh DAPI viability: -5

What do the screens show for `CCN(CC)S(=O)(=O)c1cccc(NC(=O)CCSc2ccc(Cl)cc2)c1`?
H9c2 TAG inh: -16; H9c2 TAG inh DAPI viability: 2

How did CCc1nc(SCC(=O)Nc2cc(C)on2)c2c(C)c(C)sc2n1 do in these assays?
H9c2 TAG inh: 2; H9c2 TAG inh DAPI viability: 0

How did Cc1cc(C)c(S(C)(=O)=O)c(S(=O)c2ccc(Cl)cc2)n1 (stereo not given) do in these assays?
H9c2 TAG inh: -20; H9c2 TAG inh DAPI viability: -6

(continued)
What do the screens show for `CCN(CC)CCNC(=O)c1cc2cc(Br)ccc2s1`?
H9c2 TAG inh: 14; H9c2 TAG inh DAPI viability: -9

Results for CSc1cccc(NC(=O)C2CCCN(S(C)(=O)=O)C2)c1 (stereo not given) ?
H9c2 TAG inh: -6; H9c2 TAG inh DAPI viability: -8

How did O=C(NNC(=O)C1C2CCCCC21)c1coc(=O)c(Br)c1 (stereo not given) do in these assays?
H9c2 TAG inh: 5; H9c2 TAG inh DAPI viability: 2

How did CS(=O)(=O)c1nc(-c2ccccc2)cc(-c2ccccc2)c1C#N do in these assays?
H9c2 TAG inh: 31; H9c2 TAG inh DAPI viability: -17

Results for NCCCn1c(C(=O)c2ccc(Cl)cc2)c2ccc([N+](=O)[O-])cc2[n+]1[O-] ?
H9c2 TAG inh: -2; H9c2 TAG inh DAPI viability: -4

What do the screens show for `Cc1cc(NC(=O)c2ccc3c(c2)C(=O)N(CCC(C)C)C3=O)no1`?
H9c2 TAG inh: 10; H9c2 TAG inh DAPI viability: -10

What do the screens show for `CC(NCC(O)COCc1cccs1)C1CC2CCC1C2` (stereo not given)?
H9c2 TAG inh: -9; H9c2 TAG inh DAPI viability: -9

How did COC(=O)c1cc(C(=O)OCC(=O)NC(=O)c2ccccc2)cc([N+](=O)[O-])c1 do in these assays?
H9c2 TAG inh: -9; H9c2 TAG inh DAPI viability: 0

What do the screens show for `O=C(c1ccccc1)N1CCN(C(=O)c2ccc(OC(F)(F)F)cc2)CC1`?
H9c2 TAG inh: -12; H9c2 TAG inh DAPI viability: -3

How did O=C(Nc1cnn(Cc2ccccc2)c1)NC12CC3CC(CC(C3)C1)C2 do in these assays?
H9c2 TAG inh: -28; H9c2 TAG inh DAPI viability: 4

How did COc1ccc2c(c1OC)C(=O)OC2Nc1nc(-c2ccc([N+](=O)[O-])cc2)cs1 (stereo not given) do in these assays?
H9c2 TAG inh: 6; H9c2 TAG inh DAPI viability: -1

What do the screens show for `Nc1c(C(=O)NCC2CCCO2)c2nc3ccccc3nc2n1/N=C/c1ccncc1` (stereo not given)?
H9c2 TAG inh: 21; H9c2 TAG inh DAPI viability: 4

What do the screens show for `COc1ccc2[nH]c(=O)c(CN(Cc3cccs3)S(=O)(=O)c3c(C)ccc4nsnc34)cc2c1`?
H9c2 TAG inh: 27; H9c2 TAG inh DAPI viability: -3

Results for NC(=O)CC(NC(=O)Cc1cccc2ccccc12)c1ccc(NC2CCCC2)c([N+](=O)[O-])c1 (stereo not given) ?
H9c2 TAG inh: -16; H9c2 TAG inh DAPI viability: 6

How did COc1cc(C(=O)N2CCC(n3c(C)nc4cc(F)ccc43)CC2)cc(OC)c1OC do in these assays?
H9c2 TAG inh: 3; H9c2 TAG inh DAPI viability: -4

What do the screens show for `O=C(Nc1cccc(C(F)(F)F)c1)c1cccnc1N1CCCC1`?
H9c2 TAG inh: 1; H9c2 TAG inh DAPI viability: -4

What do the screens show for `CCOc1ccc(CC(=O)Nc2c(C(N)=O)oc3ccccc23)cc1OCC`?
H9c2 TAG inh: 13; H9c2 TAG inh DAPI viability: -3

How did COc1ccc(OC)c(Cc2nnc(CCC(=O)NC3CCCCC3)o2)c1 do in these assays?
H9c2 TAG inh: 3; H9c2 TAG inh DAPI viability: -4

How did O=C(CO)N/N=C/c1c2ccccc2cc2ccccc12 do in these assays?
H9c2 TAG inh: 11; H9c2 TAG inh DAPI viability: -4

How did COc1ccccc1C(C)NC(=O)CCNC(=O)c1ccc(Cl)cc1 (stereo not given) do in these assays?
H9c2 TAG inh: -16; H9c2 TAG inh DAPI viability: 7

How did CCOC(=O)C1(CCCc2ccccc2)CCN(C(=O)CCCn2cncn2)CC1 do in these assays?
H9c2 TAG inh: 19; H9c2 TAG inh DAPI viability: -8

Results for O=C(Nc1ccc(F)cc1)N1CCN2C(=O)c3ccccc3C12c1ccccc1 (stereo not given) ?
H9c2 TAG inh: -10; H9c2 TAG inh DAPI viability: 3

What do the screens show for `O=C(N/N=C\c1ccc(F)cc1)c1cc(OCC(F)(F)F)ccc1OCC(F)(F)F`?
H9c2 TAG inh: 23; H9c2 TAG inh DAPI viability: -18

How did CCOc1ccc(N(CC(=O)NC(C)(C)C)S(=O)(=O)c2c(C)noc2C)cc1 do in these assays?
H9c2 TAG inh: -10; H9c2 TAG inh DAPI viability: -1

Results for Cc1ccc(S(=O)(=O)N2CCC(C(=O)OCC(=O)NCc3cccc(Cl)c3)CC2)cc1C ?
H9c2 TAG inh: -13; H9c2 TAG inh DAPI viability: 2

What do the screens show for `CCC(NC(=O)c1ccccc1Br)c1ccccc1` (stereo not given)?
H9c2 TAG inh: 5; H9c2 TAG inh DAPI viability: -15

From PubChem
